Assay outcomes from PubChem.
H9c2 protect – modulators protecting cardiomyocytes from myocardial damage. H9c2 cardiomyocytes, H2O2 injury protection, ATPLite, 2 h. protection from H2O2 cell death, % at 20 µM. 0.63% of 360,000 active;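 active = compounds giving at least 50% protection of heart cells from peroxide-induced death in the single-dose screen, raw or plate-pattern-corrected value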;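 also: 0% = DMSO wells with peroxide and 100% = DMSO wells without peroxide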
ABCB6 inh 2 – inhibitors of human ABC transporter ABCB6; 0.19% of 360,000 active; Q9NP58; K562-ABCB6 porphyrin accumulation, flow cytometry, 1 h; active compounds read low; fluorescence ratio to DMSO, % at 10 µM;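 active = fluorescence ratio to DMSO below 75%, the collection mean minus 3 SD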;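 also: signal is porphyrin accumulated inside mitochondria; 100% equals median channel fluorescence of DMSO control wells; lower ratio means ABCB6 inhibition with less porphyrin fluorescence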
Target sequence (Q9NP58 whole entry, looked up): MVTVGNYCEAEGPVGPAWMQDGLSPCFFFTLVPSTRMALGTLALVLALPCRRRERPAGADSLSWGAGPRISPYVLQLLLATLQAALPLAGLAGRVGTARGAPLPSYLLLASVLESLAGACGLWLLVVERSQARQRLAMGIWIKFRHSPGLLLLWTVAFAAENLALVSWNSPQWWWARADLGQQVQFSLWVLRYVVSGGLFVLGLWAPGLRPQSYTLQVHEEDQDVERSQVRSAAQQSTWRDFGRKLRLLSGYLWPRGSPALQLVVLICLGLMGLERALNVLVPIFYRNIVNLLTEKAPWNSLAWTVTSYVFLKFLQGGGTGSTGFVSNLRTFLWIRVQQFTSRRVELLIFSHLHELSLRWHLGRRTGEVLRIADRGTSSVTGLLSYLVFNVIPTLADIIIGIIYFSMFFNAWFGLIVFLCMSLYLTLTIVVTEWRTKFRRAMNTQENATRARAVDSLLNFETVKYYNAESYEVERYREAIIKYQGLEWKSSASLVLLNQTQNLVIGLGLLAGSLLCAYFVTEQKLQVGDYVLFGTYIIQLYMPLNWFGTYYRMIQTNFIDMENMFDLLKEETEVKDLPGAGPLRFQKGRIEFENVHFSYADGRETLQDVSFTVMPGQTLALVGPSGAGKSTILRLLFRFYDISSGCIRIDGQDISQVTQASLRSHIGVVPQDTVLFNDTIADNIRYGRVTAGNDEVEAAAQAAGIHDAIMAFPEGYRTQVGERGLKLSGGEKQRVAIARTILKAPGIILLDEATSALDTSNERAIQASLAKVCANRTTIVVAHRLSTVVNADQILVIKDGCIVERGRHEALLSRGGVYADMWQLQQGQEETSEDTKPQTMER
MC4R ag barr – activates human MC4R beta-arrestin recruitment | P32245 | U2OS MC4R beta-arrestin complementation, luminescence; percent of melanotan II response, DMSO zero | activation, % at 8.9 µM | 0.98% of 360,000 active | AID 540308;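 active = activation above a per-plate cutoff, the mean activation of sample wells on that plate plus 3 SD, cut at about 8% in these data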
HTR2A ag – mouse HTR2A agonism via beta-arrestin recruitment. 0.66% of 360,000 active. activation, % at 7.6 µM. P35363. CHO-K1 mHTR2A beta-arrestin complementation, luminescence; percent of 30 µM serotonin response;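 active = activation above a run cutoff, the mean activation of all tested compounds plus 3 SD, cut at about 14% in these data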;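 also: 0% = plate median of compound wells and 100% = 30 µM serotonin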
ABHD5 PLIN5 PPI – blocks binding of human ABHD5 to perilipin-5 | Q00G26+Q8WTS1 | Split G. princeps luciferase complementation, luminescence, 4 h | inhibition, % at 4 µM | 0.78% of 360,000 active;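 active = inhibition above the mean inhibition across every tested compound plus 3 SD, cut at about 22% in these data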;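 also: 0% = DMSO only wells and the 100% control is not disclosed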
MC4R antagonist – antagonists of human melanocortin 4 receptor (MC4R) | 0.48% of 360,000 active | inhibition, % at 6.5 µM | MC4R-expressing cells, MTII-stimulated cAMP, LANCE TR-FRET | P32245;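 active = inhibition above its plate's cutoff, the mean of tested wells on that plate plus 3 SD, cut at about 29% in these data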;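 also: 0% = Melanotan II alone and 100% = Melanotan II plus saturating MCL0020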
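System: U2OS cells stably expressing human melanocortin 4 receptor (MC4R). Reagent: Melanotan II challenge after compound preincubation. Doses: 6.5 µM. Times: 30-min compound, 1-h challenge, 1-h detection, room temperature. Measured by: TR-FRET with Eu-cAMP and labeled anti-cAMP, 671 nm. Replicates: singlicate.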
aDG glyco act – alpha-DG glycosylation activation | activation, % at 10 µM | 0.22% of 360,000 active | Pro5-aDG cells, alpha-DG glycosylation AlphaScreen (IIH6); 0% Pro5, 100% B10-LARGE cell signal | AID 624168;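 active = activation of at least 8% versus controls, or a plate z-score of at least 8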;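 also: Pro5 are CHO cells carrying HIG-tagged alpha-DG that lacks glycosylation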
Granule exo inh – lytic granule exocytosis inhibition | TALL-104 LAMP-1 surface exposure, flow cytometry; cells stimulated with thapsigargin and PMA | inhibition, % at 10 µM | 0.66% of 360,000 active;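 active = inhibition above about 55%, limit read from the data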
N-glyco inh – blocks N-linked glycosylation in D54 reporter cells | D54 ERlucT glycosylation luciferase reporter, 24 h; percent of 100 nM tunicamycin response | reporter increase, % at 12.5 µM | 0.23% of 360,000 active | AID 588692;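 active = mean luciferase reporter signal, scaled so untreated is 0 and the glycosylation-blocking control 100, at or above a set limit in every replicate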;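 also: luciferase carries N-glycosylation sites so blocking glycosylation raises the light; 0% = median of neutral control wells and 100% = median of 100 nM tunicamycin wells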
iPSC survival up – increases survival of single human iPS cells; hiPSC single-cell survival, ATPlite luminescence; 100% = ROCK inhibitor wells, 0% = DMSO; survival enhancement, % at 20 µM; 0.044% of 360,000 active; in the data active = survival enhancement above about 18%;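 also: cells exposed to compounds for 16 hours before the ATP read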
* marks the source's active call; other numbers are inactive results; · = not tested or not shown.

SMILES	H9c2 protect	ABCB6 inh 2	MC4R ag barr	HTR2A ag	ABHD5 PLIN5 PPI	MC4R antagonist	aDG glyco act	Granule exo inh	N-glyco inh	iPSC survival up
c1ccc(C2=NNC(=NC3CC3)SC2)cc1	-10	99	-2.7	-1	-25	8	-0.3	5	-19	-1.4
Cc1ccsc1C(=O)N1CCC1(C)C(=O)NS(=O)(=O)c1ccc(Br)cc1 (stereo not drawn)	1	100	-1.3	-1	7	-5	-0.1	2	1	1.9
COC(=O)c1ccc2nc(-c3ccc(C)cc3)c(Cc3ccc(C)cc3)n2c1	·	124	·	2	-5	·	0.9	3	·	0.0
Cc1ccc(-n2c(N)cc(=O)nc2SCC(=O)N2CCN(c3ccccc3)CC2)cc1	-3	93	-1.2	-7	0	8	-0.2	0	3	-0.5
CCCCn1nnnc1C(c1cc2ccccc2o1)N1CCN(CC(=O)N2CCCC2)CC1 (stereo not drawn)	·	95	·	0	1	·	0.7	4	·	-0.7
COc1ccc(CN2CC(=O)N3[C@H]4c5cc(C)ccc5OC[C@@H]4[C@H](c4ccccc4)[C@]3(C)C2=O)cc1	3	100	-0.8	-2	0	12	0.1	22	-4	-1.2
Cc1noc(COc2ccccc2OCC(N)=O)c1Cl	-5	94	-2.0	-5	-3	-3	0.1	2	0	-3.4
O=C1CC(N2CCN(c3ccccc3)CC2)C(=O)N1c1ccc(Cl)cc1 (stereo not drawn)	3	97	-0.8	6	-3	-3	-0.2	-3	0	-0.8
Cc1ccc(S(=O)(=O)Nc2nc(C)c(C(=O)NNS(=O)(=O)c3ccccc3)s2)cc1	9	96	-1.3	-1	-6	1	0.0	-9	2	-0.4
O=C(O)C1CC=CCC1C(=O)Nc1ccccc1C(=O)N1CCN(c2ccccc2)CC1 (stereo not drawn)	3	91	0.1	2	-2	-5	0.0	-2	3	5.2
Cc1ccc2c(n1)sc1c(-c3ccccc3)c(C#N)c(N)nc12	-1	98	3.2	2	1	0	0.3	0	4	0.4
CCO[C@@H]1OC(C(=O)N2CCOCC2)=C[C@H](C2CC2)[C@H]1CCCO	3	99	-1.0	4	-11	5	-0.1	0	2	1.0
Cc1ccc(SCC(=O)NNC(=O)CNC(=O)c2ccc(Br)cc2)cc1	0	100	-1.1	10	0	1	1.0	-14	0	0.0
CC(C)NC(=O)c1nn(C)c2ccccc12	3	101	1.4	1	2	12	-0.1	6	3	2.5
CCn1nc(C(=O)OCC(=O)N(CCC#N)c2ccccc2)c2ccccc2c1=O	15	92	-0.6	-8	-2	-4	-0.1	-1	1	3.1
COc1cccc(C(=O)N2CCN(c3nc4cc(C)cc(C)c4cc3C#N)CC2)c1	-16	98	-0.9	0	-4	-7	0.1	-3	2	3.3
Cc1ccc(S(=O)(=O)N2CCN(S(=O)(=O)N3CCCCC3)CC2)cc1C	-11	100	-0.2	0	-1	2	0.3	-19	-1	-0.1
CCOc1ccc(CCNC(=O)COC(=O)COc2cc(C)cc(C)c2)cc1OCC	-1	94	-1.4	-5	0	4	0.0	0	-1	-0.6
CCCNc1nc2c(c(=O)n(C)c(=O)n2C)n1Cc1cccc(C)c1	-13	94	-0.1	5	1	4	0.2	-4	-1	0.3
COc1ccc(NC(=O)CSc2ccc(NC(C)=O)cc2)cc1S(=O)(=O)N1CCCCC1	-11	94	0.4	-1	0	5	0.0	3	1	-0.7
CCOC(=O)c1sc2ncn(CC(=O)NCC3CCCO3)c(=O)c2c1C (stereo not drawn)	6	95	-2.6	-1	-5	1	-0.4	-1	2	0.0
O=C1CCC/C(=N\NC(=O)c2ccc(COc3cccc4cccnc34)cc2)C1	27	100	-2.1	0	3	-4	-0.2	1	0	1.9
Cc1cccnc1NC(=S)Nc1ncccc1C	-9	94	0.4	1	2	-5	0.3	-13	-6	-0.5
CCOc1cc(-c2noc(CCC(=O)Nc3cccnc3)n2)ccc1OC	0	95	-2.1	0	0	7	-0.1	3	2	-2.6
COCc1nnc(NC(=O)CSCc2ccccc2)s1	7	98	0.8	5	2	7	0.0	2	5	-2.7

Looked up by structure from the list above (3):
SMILES	H9c2 protect	ABCB6 inh 2	MC4R ag barr	HTR2A ag	ABHD5 PLIN5 PPI	MC4R antagonist	aDG glyco act	Granule exo inh	N-glyco inh	iPSC survival up
Cc1cccnc1NC(=S)Nc1ncccc1C	-9	94	0.4	1	2	-5	0.3	-13	-6	-0.5
Cc1ccc(S(=O)(=O)Nc2nc(C)c(C(=O)NNS(=O)(=O)c3ccccc3)s2)cc1	9	96	-1.3	-1	-6	1	0.0	-9	2	-0.4
Cc1ccc(S(=O)(=O)N2CCN(S(=O)(=O)N3CCCCC3)CC2)cc1C	-11	100	-0.2	0	-1	2	0.3	-19	-1	-0.1

(listing goes on)
SMILES	H9c2 protect	ABCB6 inh 2	MC4R ag barr	HTR2A ag	ABHD5 PLIN5 PPI	MC4R antagonist	aDG glyco act	Granule exo inh	N-glyco inh	iPSC survival up
CSc1ccc(/C=C2\NC(=O)NC2=O)cc1	-6	97	-1.7	3	7	-7	0.1	-1	1	-0.1
O=C(O)CC(NC(=O)COc1ccc(Cl)cc1Cl)C(=O)O (stereo not drawn)	6	90	0.7	-1	-1	-2	0.0	1	2	3.7
CSc1ccc(S(=O)(=O)N2CCC(C(=O)NCCCn3ccnc3)CC2)cc1	8	95	-2.0	-1	-3	1	0.4	-1	0	-0.1
CC(CN1CCN(C)CC1)OC(=O)c1cccc(F)c1 (stereo not drawn)	0	103	-0.1	-5	-8	0	-0.1	3	-1	-0.8
OC(c1ccc(F)cc1)c1nc(-c2csc3ccccc23)cs1 (stereo not drawn)	-7	101	6.4	-4	-7	1	0.2	-2	1	-0.5
COc1ccc(-c2noc(CNC(=O)c3ccc4c(c3)OCO4)n2)cc1	-6	75	-1.7	6	-3	0	0.1	-10	1	-0.6
COc1ccccc1-c1cc(N)n(S(=O)(=O)c2ccc(F)c(C)c2)n1	-5	95	1.2	-4	-11	5	1.1	2	-1	0.5
CCC1CN(C(=O)N2CCC(C(=O)NCc3ccc(F)cc3)CC2)c2ccccc2O1 (stereo not drawn)	-3	101	-2.8	-5	-1	2	0.2	0	2	-0.7
CN(C)CC/C=C1\c2ccccc2Sc2cc(F)c(Cl)cc21	3	105	6.5	-6	9	-2	0.8	15	-8	0.0
CCN(CC)CCN(C(=O)c1cc2ccccc2cc1OC)c1nc2ccc(F)cc2s1	7	94	-0.1	-7	12	0	-0.3	50	-3	0.4
CCOC(=O)c1sc(=S)n(C)c1NC(=O)c1cccc(Br)c1	-14	101	2.2	1	-1	14	0.0	6	-1	-0.6
CCn1c(-c2cccc(Br)c2)n[nH]c1=S	-7	95	-1.3	1	5	-2	0.0	0	-1	1.7
NC(=O)[C@@H]1CCCN1Cc1nc(Cc2cccc(C(F)(F)F)c2)no1	-4	100	-1.7	-1	-1	2	0.0	-5	0	2.4
CCOC(=O)C1CCN(C(=O)c2ccc(N3CCCC3=O)cc2)CC1	6	100	-1.4	-5	1	1	-0.1	0	1	0.6
CC1CN(S(=O)(=O)c2cccc(C(=O)NCC(c3cccs3)N3CCOCC3)c2)CC(C)O1 (stereo not drawn)	1	99	-0.6	3	-2	-2	0.1	-4	1	1.0
CCCN1C2CCCC1CC(NC(=O)c1ccc(OC)cc1)C2 (stereo not drawn)	-1	103	-1.3	3	-6	0	0.0	2	-1	1.2
CCCOc1ccc(CNC(=S)NCc2ccc(OC(C)C)cc2)cc1	-11	95	6.2	-3	-9	-2	0.3	1	-2	-2.0
O=C(Nc1cccnc1Cl)c1cc(-c2ccc(Cl)cc2)on1	-16	96	0.6	-6	2	-6	-0.2	3	-6	-0.6
CC1(C)C[C@H]2C3=CCC4[C@@]5(C)CC[C@H](O)[C@@](C)(CO)C5CC[C@@]4(C)[C@]3(C)C[C@@H](O)[C@@]2(CO)[C@@H](O)[C@@H]1O (stereo partly drawn)	-2	95	-2.6	-1	1	4	0.3	3	3	2.3
Cn1c(=O)c2c(c3ccccc31)OC(C)(C)CC2	-6	101	3.2	0	-5	3	0.0	-6	1	-1.0
C=CCn1c(SCC(=O)NC2CCS(=O)(=O)C2)nc2sc(CC)cc2c1=O (stereo not drawn)	3	96	-1.6	3	-1	-1	-0.1	-3	2	3.6
O=C(NC1CCCCCC1)C1Cc2ccccc2CN1C(=O)c1ccco1 (stereo not drawn)	2	103	-2.1	12	3	-4	-0.2	-2	0	-3.0
CCC1CCCCN1CCCNC(=O)c1ccc2nc(N3CCCCC3)sc2c1 (stereo not drawn)	2	107	-0.2	-8	5	1	1.2	-3	-1	-0.4
NC(=O)N/N=C/c1ccc2cccc(OCc3ccccc3)c2n1	4	97	-1.7	-4	0	-5	0.0	-1	0	-0.4
CCOc1ccc(N2C(=O)CC(N(CCc3ccc(OC)c(OC)c3)C(=S)Nc3ccccc3)C2=O)cc1 (stereo not drawn)	-4	91	0.1	-1	4	19	1.0	27	3	-1.8
SMILES	H9c2 protect	ABCB6 inh 2	MC4R ag barr	HTR2A ag	ABHD5 PLIN5 PPI	MC4R antagonist	aDG glyco act	Granule exo inh	N-glyco inh	iPSC survival up
CCOC(=O)c1cc2occc2n1Cc1ccc(F)cc1	8	93	0.4	-4	-9	1	0.0	-2	-2	-1.7
CC(=NNC(=S)N1CCCC1)c1ccccn1	20	95	-1.8	-4	-9	13	-0.6	-2	-11	-2.3
O=C(NCCN1CCOCC1)c1sc2ccccc2c1Cl	11	101	1.9	-4	-3	28	0.3	7	0	-0.1
CC1CCN(S(=O)(=O)c2cccc(S(=O)(=O)N3CCCC3)c2)CC1	7	95	-0.4	-5	-6	-4	0.1	-4	0	-0.4
NCCCCCc1nnc(SCC(=O)Nc2cccc(Cl)c2)o1	11	97	3.3	-2	10	-4	-0.1	-3	2	-2.5
Cc1ccc(S(=O)(=O)N2CCN(C(=O)CCC(=O)NCCc3ccc(S(N)(=O)=O)cc3)CC2)c(C)c1	1	97	3.0	1	-10	18	-0.2	-1	2	4.1
O=C(NCc1cccs1)C1CCCN(S(=O)(=O)c2cnc[nH]2)C1 (stereo not drawn)	2	102	0.3	8	1	6	-0.3	-3	0	-0.7
COc1ccc(Cl)cc1-c1nc(SCC(=O)N(C)CCC#N)n[nH]1	4	98	-0.2	0	-3	-2	-0.1	2	1	-0.4
CCCN(CCC)CC(O)COc1ccccc1C(=O)Nc1ccccc1 (stereo not drawn)	-6	98	-1.2	7	-5	12	0.0	-7	-1	-0.8
CN(CCc1ccccc1)C(=O)c1ccc(NC(=O)Cc2cccc(NC(=O)C3CCN(S(=O)(=O)c4cccc([N+](=O)[O-])c4)CC3)c2)cc1	-1	96	-4.7	2	-6	15	0.0	0	0	0.9
CN(C)C(=O)c1cccc(-c2cnc3c(NC=O)cc(-c4cccc(F)c4)cn23)c1	11	96	5.2	6	7	-16	-0.1	0	5	0.9
Cc1cccc2cc(CN(CC3CCCO3)C(=S)Nc3ccccc3)c(=O)[nH]c12 (stereo not drawn)	6	100	4.4	2	1	12	0.1	1	-6	4.5
N#CCCn1cc(C(=O)Nc2ccccc2Br)c(-c2cc3ccccc3o2)n1	0	98	-1.8	-4	4	7	-0.3	-2	1	0.3
O=C1CCN(Cc2ccccc2)CCN1CCSc1ccccc1	4	98	-0.8	5	3	14	1.0	-4	-6	-3.6
